# TNAP act hi DEA = TNAP (human) activation, high acceptor. activation factor at 20 µM. purified TNAP, CDP-star luminescence, 1 M DEA, 30 min; stronger effect = higher value; 0 = EDTA background, 1 = DMSO-only activity. 200,000 tested, under 10 active. P05186. AID 1136;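 active means activation factor at least 2 at 20 µM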
#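 system = human TNAP | amount = enzyme diluted 1/800 final | reagent = 100 µM CDP-star substrate | signal = luminescent substrate turnover signal | dosing = one dose, 20 µM | benchmarks = EDTA negative control, DMSO positive control | measure = activation factor | timing = 30 min reaction, room temperature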
# TNAP inh noacc = TNAP (human) inhibition, acceptor-free conditions; P05186; purified TNAP, CDP-star luminescence, 30 min; inhibition, % at 20 µM; 200,000 compounds, 0.26% hits; AID 1012;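 active means tissue-nonspecific alkaline phosphatase inhibition above about 50% at 20 µM in the single-dose screen, limit read from the data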;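 further: 0% = DMSO negative control and 100% = EDTA positive control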
# Diaph inh CS = counter-screen for diaphorase-based assays: diaphorase inhibitors and chemical oxidizers | diaphorase resazurin-to-resorufin fluorescence, NADH, 16 min; bacterial (C. kluyveri) enzyme, not human | inhibition, % at 20 µM | 190,000 compounds, 0.69% hits;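 active means primary screen inhibition at 20 µM above a set limit, cut at about 50% in these data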;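 further: plate controls were DMSO with full reaction for no effect and wells lacking NADH for full effect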
#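 Assay system – diaphorase enzyme from Clostridium kluyveri · Amount – diaphorase 0.14 U/mL (working solution) · Times – reaction incubation of 16 min at room temperature · Controls – No-NADH positive control and DMSO neutral control · Signal – resorufin fluorescence 544/590 nm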
# Diaph act CS = counter-screen for diaphorase-based assays: diaphorase activators and chemical reducers. activation factor at 20 µM. AID 1229. 190,000 compounds, 0.005% hits. Diaphorase/resazurin coupled assay, resorufin fluorescence, 16 min; stronger effect = higher value; 1 = vehicle wells, 0 = NADH-free wells;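 active means diaphorase activity raised at least twofold by the compound at 20 µM; inactive means activation factor below 2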
#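 Material: purified diaphorase enzyme from Clostridium kluyveri / Medium: HEPES pH 7.4 buffer with MgCl2 and Tween 20 / Schedule: enzyme reaction of 16 min at room temperature / Measured by: resorufin fluorescence, excitation 544 nm, emission 590 nm / Evaluation: rise in resorufin formation, marking diaphorase activation or chemical reduction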
# G6PDH counter = counter-screen for G6PDH assay hits: L. mesenteroides G6PDH inhibition. Purified L. mesenteroides G6PDH, diaphorase/resazurin coupled fluorescence, 45 min. inhibition, % at 5 µM. 200,000 compounds, 0.12% hits; in the data active means inhibition above about 50%
# PMI activator = phosphomannose isomerase (human) activation; purified human PMI, coupled resazurin fluorescence, 20 min; stronger effect = higher value; 1 = vehicle control, 0 substrate-free wells; 190,000 compounds, 0.005% hits; activation factor at 20 µM; P34949; AID 1214;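 active means activation factor of 2 or more at 20 µM, relative to plate controls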
# Target sequence (P34949 whole entry, looked up): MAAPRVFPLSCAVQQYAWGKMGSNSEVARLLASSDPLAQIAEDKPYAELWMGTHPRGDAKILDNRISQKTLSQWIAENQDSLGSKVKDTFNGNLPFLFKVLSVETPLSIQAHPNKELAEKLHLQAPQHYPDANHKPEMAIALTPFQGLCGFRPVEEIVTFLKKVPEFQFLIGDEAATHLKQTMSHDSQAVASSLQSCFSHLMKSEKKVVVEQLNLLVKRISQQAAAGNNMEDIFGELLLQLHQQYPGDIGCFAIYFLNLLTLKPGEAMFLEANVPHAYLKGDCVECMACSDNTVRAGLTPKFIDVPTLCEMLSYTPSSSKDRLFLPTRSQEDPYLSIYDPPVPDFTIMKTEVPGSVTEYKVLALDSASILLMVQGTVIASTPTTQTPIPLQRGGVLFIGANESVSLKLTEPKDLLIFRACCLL
# TNAP inh hiacc = blocks human TNAP under high phosphate acceptor concentration. P05186. purified TNAP, CDP-star luminescence, 1 M DEA. inhibition, % at 20 µM. 200,000 compounds, 0.03% hits;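 active means over 50% inhibition of tissue-nonspecific alkaline phosphatase at 20 µM in the single-dose screen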;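 further: plate controls were DMSO wells for no effect and EDTA-quenched wells as full inhibition for full effect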
# Efa HMGR inh = E. faecalis class II HMG-CoA reductase inhibition; AID 1066; inhibition, % at 10 µM; 190,000 compounds, 0.41% hits; purified E. faecalis HMGR, NADPH absorbance 340 nm kinetic;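 active means inhibition above a set limit, the median over all tested compounds plus 3 SD, cut at about 9.5% in these data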;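 further: enzyme runs in reverse so mevalonate oxidation gives rising NADPH absorbance; 0% = complete reaction with DMSO and 100% = background rate lacking mevalonate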
# PMI act hi M6P = increases human PMI activity with near-saturating mannose 6-phosphate; AID 1216; 190,000 compounds, 0.34% hits; coupled PMI enzyme assay, resazurin fluorescence, 20 min; stronger effect = higher value; 1 = untreated enzyme, 0 = substrate-free blank; activation factor at 20 µM;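 active means activation factor of 2 or more at 20 µM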
#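 Test system – human PMI in coupled enzyme assay · Timing – 20 min incubation at room temperature · Detection – Diaphorase-driven resazurin-to-resorufin fluorescence, excitation 544, emission 590 nm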
# FLuc stim CS = firefly luciferase counter-screen for stimulation assays; ATPlite luciferase biochemical, luminescence, 10 min; 0 = ATP-free wells, 1 = DMSO control; activation factor at 10 µM; 200,000 tested, under 10 active;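 active means luciferase activation factor, scaled between plate controls, of at least 2 with compound at 10 µM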
# Target sequence (P08659 whole entry, looked up): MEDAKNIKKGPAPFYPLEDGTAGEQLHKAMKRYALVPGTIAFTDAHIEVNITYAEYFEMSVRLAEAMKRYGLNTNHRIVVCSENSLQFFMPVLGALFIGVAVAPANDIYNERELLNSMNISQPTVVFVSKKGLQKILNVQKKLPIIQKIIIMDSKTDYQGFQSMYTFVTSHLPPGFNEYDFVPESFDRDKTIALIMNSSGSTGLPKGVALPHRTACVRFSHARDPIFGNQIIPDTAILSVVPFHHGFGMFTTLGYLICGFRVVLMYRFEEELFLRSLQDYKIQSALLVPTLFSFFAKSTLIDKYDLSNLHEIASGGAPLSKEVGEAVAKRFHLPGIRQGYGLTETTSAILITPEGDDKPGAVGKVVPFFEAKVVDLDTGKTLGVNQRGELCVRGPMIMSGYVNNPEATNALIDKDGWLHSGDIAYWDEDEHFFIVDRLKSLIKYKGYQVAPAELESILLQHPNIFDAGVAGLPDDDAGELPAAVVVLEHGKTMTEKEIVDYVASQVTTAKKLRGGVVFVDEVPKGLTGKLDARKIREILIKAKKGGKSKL
#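 test system = cell-free luciferase reagent | medium = PBS as buffer for the ATP substrate | dosing = test compounds dosed from 2 mM stocks in 100% DMSO | incubation = 10 min at ambient temperature | detection = luminescence measurement of luciferase light output | benchmarks = low control with PBS replacing ATP, high control enzyme plus ATP without compound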
# Active calls of the source: *; / = not tested or not shown.
mol,TNAP act hi DEA,TNAP inh noacc,Diaph inh CS,Diaph act CS,G6PDH counter,PMI activator,TNAP inh hiacc,Efa HMGR inh,PMI act hi M6P,FLuc stim CS
O=[N+]([O-])c1ccccc1SNc1ccc(Br)cn1,1,3,12,0.9,2,1,-3,-4,1,1.1
CCOC(=O)C1CCN(c2nc3ccccc3nc2C(C#N)C(=O)OC(C)COC)CC1 (stereo unspecified),1,-4,15,0.8,1,0.9,2,-4,0.8,1.1
CCOC(=O)C1(CC2CC2)CCN(S(=O)(=O)/C=C/c2ccccc2)CC1,1,-3,31,0.7,11,0.9,-5,0,0.9,1.1
O=C(NCc1ccco1)c1ccc2c(=O)n(-c3ccccc3)c(=O)n(Cc3cccc(F)c3)c2c1,1.1,-7,10,0.9,18,0.9,-5,-3,0.9,1
COc1cccc(Nc2nc3cc(OC)ccc3cc2C#N)c1,1,-14,7,0.9,-2,1,-4,4,1,1.1
Cc1cccc(NC(=S)NCCc2ccccc2)n1,1,-10,13,0.9,1,0.8,0,-2,0.9,1
COc1ccc(S(=O)(=O)N2CCCC(C(=O)Nc3cccnc3)C2)cc1Cl (stereo unspecified),1,-9,18,0.8,3,1.3,-2,0,1.3,1.1
Cc1ccc(-n2ncc(C(=O)Nc3cc(Cl)ccc3Cl)c2C2CCNCC2)cc1,1,-10,9,0.9,5,1.2,-4,-3,1.1,1
COc1ccc(-n2nnnc2SC(C)C(N)=O)cc1 (stereo unspecified),1,-10,15,0.8,9,0.9,-4,-8,0.9,1
CCOC(=O)c1[nH]c2ccc(C)cc2c1N=CN(CC)CC,1,-9,16,0.8,-3,1,1,-9,0.9,1
C=CCOC(=O)c1[nH]c2c(c1C)C(=O)CC(c1ccco1)C2 (stereo unspecified),1,-12,26,0.7,-10,0.8,-2,3,0.8,1
NC(=O)C1CCN(c2nc(-c3ccccc3)nc3ccccc23)CC1,1,-7,12,0.9,-1,0.8,-2,1,0.8,1
CN(C)/C=N/c1nc2ccc3c(c2s1)CCCC3,1,-10,26,0.7,3,0.9,-4,/,0.8,0.7
O=C1OC(c2ccc(Br)cc2)=N/C1=C\c1ccco1,1,-5,-1,1,2,1.2,0,-3,1,0.6
Cc1cccc(NC(=O)C2c3ccccc3C(=O)N3CCc4ccccc4C23)n1 (stereo unspecified),1.1,-12,19,0.8,-2,1,-6,-1,1,1
COc1c(O)cccc1-c1nnn(CCC(=O)OCC(=O)c2ccccc2)n1,1,14,16,0.8,-5,0.9,2,-2,0.8,1
O=C(CN1CCCC1)Nc1ccc(NC(=O)Nc2ccccc2)cc1,1.1,-7,10,0.9,-6,1,-9,2,1,0.9
Cc1cc(SCC(=O)c2cccs2)nc2c(C)cccc12,1,9,14,0.9,2,1.1,-4,-4,1,1.1
CCOc1cc(/C=N/N=C2/NC(=O)C(CC(=O)O)S2)ccc1OS(=O)(=O)c1ccc(C)cc1 (stereo unspecified),1.1,-4,6,0.9,7,1,-5,2,1,1.1
Cc1ccc2occ(/C=N/NC(N)=S)c(=O)c2c1,1,-9,3,1,15,1,-2,-3,0.9,1
CCOc1ccccc1CNC(=O)C1CCCN(c2nc3ccccc3o2)C1 (stereo unspecified),1,-13,9,0.9,6,1,-1,0,1,1
Oc1cccc2cc3cccc(O)c3c(O)c12,1,-12,8,0.9,6,1.8,5,-1,2.2*,1
COc1ccc(C(=O)OCCCN(C)C)cc1OC,1.1,-12,20,0.8,3,1,-7,-6,1,1.1
CNC(=O)c1cc(S(=O)(=O)N(C)C)ccc1Cl,1,-12,22,0.8,0,0.8,-4,-3,0.9,1.1
COCCNC(=O)CS(=O)Cc1nc(-c2ccccc2C)oc1C (stereo unspecified),1,-14,13,0.9,-1,1,-4,-1,0.9,1.1
O=C(O)CCCC(=O)Nc1ccc(C(=O)N2CCCCC2)cc1,1,-10,16,0.8,9,0.9,-4,1,0.9,1.1
COc1cc(C2C(C(=O)N3CCOCC3)=C(C)NC3=C2C(=O)CCC3)ccc1OC(C)=O (stereo unspecified),1,-6,6,0.9,2,0.9,4,-2,1,1
Cc1ccc(OC(C)C)c(CN(CCO)CCO)c1,1,2,14,0.9,4,1,-2,2,0.9,1
O=C(NCCc1cccc(F)c1)/C(=C/c1cccnc1)NC(=O)c1ccccc1,1,-6,6,0.9,8,0.9,0,0,0.9,1.1
COC(=O)c1c(NC(=O)c2ccco2)sc(C)c1C,1,-14,12,0.9,4,0.9,-4,-1,1,1
N#Cc1c(N2C(=O)Nc3ccccc3N2O)sc2c1CCCCCC2,1,-10,8,0.9,-1,1.2,-3,-3,1.1,0.4
Cc1cccc(NC(=S)N(CCc2nc3cc(C)c(C)cc3[nH]2)Cc2cccnc2)c1,1,2,8,0.9,8,0.9,-2,-1,0.9,1
COCCNC(=O)CSc1nc(N)c(NC(=O)c2ccccc2F)c(=O)[nH]1,1,-13,8,0.9,4,0.9,0,-4,0.9,1
CN(C)CCCn1c(NC(=O)C2CCCCC2)nc2ccccc21,1,-13,6,0.9,-8,1,-4,-1,1,1.1
O=[N+]([O-])c1cccc(/C=N/Nc2nc(NCc3ccccc3)nc(N3CCOCC3)n2)c1O,0.9,-8,/,/,44,/,13,-3,/,1
CCC1(C)Cc2c(sc3[nH]c(=O)[nH]c(=O)c23)CS1 (stereo unspecified),1,-8,22,0.8,11,1.2,-2,-6,1.1,1.1
CCSc1nnc(CNc2ccc(C)cc2)n1C,1.1,-6,14,0.9,4,0.9,-6,0,0.8,1
CCCCN1C=CC(=C2N=c3cccc([N+](=O)[O-])c3=N2)C=C1,1,-8,-3,1,8,0.9,3,-3,1,1
CC1CC(C)CN(CCCNC(=O)Cn2ncc3c(=O)oc4ccccc4c32)C1 (stereo unspecified),1,-12,19,0.8,6,0.9,-4,-5,0.9,1
CCOc1cc(/C=N/NC(=O)CNc2cccc(C)c2)ccc1OC(=O)c1ccccc1,1,-1,20,0.8,15,0.9,0,0,0.9,1.1
O=C(c1c[nH]c2ccc(S(=O)(=O)N3CCOCC3)cc2c1=O)N1CCCC1,1.1,-14,5,1,-1,1.1,-6,-4,1.1,1.1
COc1ccc([N+](=O)[O-])cc1NC(=O)c1cccs1,1,2,2,1,-6,0.9,4,-1,1,1
O=C(N/N=C\c1ccc(-c2ccccc2[N+](=O)[O-])o1)C1COc2cc3ccccc3cc2O1 (stereo unspecified),1,0,64*,0.4,19,0.3,-2,-2,0.3,1.1
O=C(C1=C(Nc2ccccc2)c2ccccc2S(=O)(=O)N1)c1ccccc1,0.5,41,24,0.8,8,1.2,47,-9,1.1,1
Cc1ccc(C2=NC3(CCCC3)NC2=S)cc1,1,-19,2,1,0,1,0,-3,1,0.9
Cc1nn(-c2cccc(Cl)c2)c(Cl)c1/C=N/NC(=O)c1cccnc1,1,-12,18,0.8,0,0.9,3,-8,0.4,1
CN(C)CCCNC(=O)c1cc2c3ccccc3n(C)c2s1,1,-10,4,1,-3,1,-3,-2,1,1.1
CCOc1ccc(N=Nc2c(N)[nH][nH]c2=O)cc1,0.9,-6,6,0.9,9,1.2,7,3,1.1,0.6
Cc1cc(C)c2sc(N(CCN(C)C)C(=O)c3cc(Cl)sc3Cl)nc2c1,1,-13,12,0.9,5,1,-3,0,1,1.1
O=C(CSc1nnc(NC(=O)C2CC2)s1)Nc1ccc(F)cc1,1.1,-11,-10,1.1,1,1.1,-6,-1,1.1,1
c1csc(C(c2nnnn2C2CCCC2)N2CCCC3(CCCCC3)C2)c1 (stereo unspecified),1.1,3,-4,1,8,1,-11,3,1.1,1
Cc1ccccc1NC(=O)COC(=O)CCc1nc2ccccc2c(=O)[nH]1,1.1,-8,8,0.9,7,1.1,-8,5,1,1.1
CCOC(=O)c1ccc2c(c1)nc(COc1ccc(OC)cc1)n2CC,1.1,-11,17,0.8,3,0.9,-6,2,0.9,1.1
Cc1cc(C)cc(-n2ccnc2SCC(=O)O)c1,1,-14,9,0.9,-1,1.1,-2,-1,1,1
CCOC(=O)c1c(NC(=O)C2C3C=CC(C3)C2C(=O)O)sc2c1CCC(C)C2 (stereo unspecified),1.1,-8,26,0.7,2,1,-5,-1,1,1.1
O=[N+]([O-])c1ccc(S(=O)(=O)N(CCCN2CCOCC2)Cc2cccs2)cc1,1,-8,11,0.9,0,1.2,0,-3,1.2,1.1
C/C(CCC(=O)OC[C@H]1O[C@H](C#Cc2ccccc2)C=C[C@@H]1Oc1ccc(C)cc1)=N\OC[C@@H](O)[C@H]1O[C@@H]2OC(C)(C)O[C@@H]2[C@H]1O,1,-3,24,0.8,18,0.9,-2,-3,1,1.1
COC(=O)c1ccc(Oc2nc(Nc3ccc(F)cc3)nc(N3CCCC3)n2)cc1,1,-5,7,0.9,0,0.9,-3,-1,0.9,1
O=C(NN=C1CCC(=NNC(=O)c2ccccn2)CC1)c1ccccn1,1.1,-121,12,0.9,9,0.9,-6,-9,0.9,1.1
O=C(O)c1ccccc1P(=O)(c1ccccc1)c1ccccc1,1,-8,19,0.8,1,1,-3,-1,0.9,1.1
Cc1ccc(NC(=S)NC(=O)c2sc3ccccc3c2Cl)c(C(=O)O)c1,1.1,6,37,0.6,8,0.7,-5,-2,0.9,1
COc1ccccc1NC(=O)CN1C(=O)C2(OCCCO2)c2ccccc21,1,-10,14,0.9,10,0.9,-2,8,0.9,1.1

# Screens deposited in PubChem BioAssay by several laboratories.

# Hits appear at their usual frequency, and some 1.7% of all compounds hit somewhere here.
